# FID counter: fluorescent intercalator displacement, NS3 helicase counter-screen; DNA fluorescent intercalator displacement, fluorescence; inhibition, % at 7.9 µM; actives 0.17% (n = 290,000); AID 1845; in the data active = inhibition above about 37%;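 note: 0% = vehicle and 100% = reference compound; higher means more ethidium bromide displaced from hairpin DNA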
# UBC9 SUMO inh: SUMOylation inhibition; inhibition, % at 35 µM; HTRF SUMOylation assay, SAE1/SAE2 + UBC9, in vitro; actives 0.36% (n = 290,000); in the data active = inhibition above about 50%, passing the limit was not always enough; note: strong numbers were not always called active
# Target sequence (P63279 whole entry, looked up): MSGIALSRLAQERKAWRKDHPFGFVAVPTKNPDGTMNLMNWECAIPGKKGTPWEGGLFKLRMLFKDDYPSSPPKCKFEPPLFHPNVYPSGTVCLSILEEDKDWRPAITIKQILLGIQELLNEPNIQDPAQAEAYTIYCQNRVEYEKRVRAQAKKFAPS
# M18AAP inhibitor: PfM18AAP enzyme inhibition. actives 1.2% (n = 290,000). AID 1822. recombinant PfM18AAP, H-Glu-NHMec fluorogenic cleavage. inhibition, % at 7.35 µM;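 active = inhibition above the campaign mean inhibition over all tested compounds plus 3 SD, cut at about 28% in these data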;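 note: 0% = plate median of test compound wells and 100% = 2 mM ZnCl2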
# IMP-1 inh: blocks Pseudomonas aeruginosa IMP-1 metallo-beta-lactamase. purified IMP-1, nitrocefin hydrolysis, epi-absorbance fluorescence. inhibition, % at 5.6 µM. actives 0.45% (n = 290,000). AID 1556;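 active = inhibition above the mean plus 3 SD of all compounds in the same screening run, cut at about 4.5% in these data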;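 note: 0% = IMP-1 with DMSO and 100% = DMSO wells lacking enzyme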
#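 System: purified IMP-1; amount: IMP-1 0.2 nM before substrate addition; compound: single dose, 5.6 µM; times: 25 °C, 15 min preincubation, 25 min reaction; signal: Epi-absorbance via hydrolysed-nitrocefin quenching of white-plate fluorescence, 480/530 nm, EDTA stop; benchmarks: DMSO with and without IMP-1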
# NALP1 inh: blocks the NALP1 inflammasome reconstituted in yeast. inhibition, % at 10 µM. AID 2071. S. cerevisiae NALP1/ASC/caspase-1 growth, X-gal OD620, 72 h. actives 0.61% (n = 280,000); in the data active = inhibition mostly above about 24%, no sharp cut-off; inactive = mostly below about 32%; note: some compounds called inactive have numbers as strong as hits
# VIM-2 inh: blocks Pseudomonas aeruginosa VIM-2 metallo-beta-lactamase; inhibition, % at 5.6 µM; purified VIM-2, nitrocefin hydrolysis, epi-absorbance fluorescence; actives 0.89% (n = 290,000);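 active = inhibition above the mean of all tested compounds plus 3 SD, cutoff set per screening run, cut at about 7.5% in these data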;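 note: red hydrolysis product quenches plate fluorescence so inhibitors raise well fluorescence; 0% = enzyme with DMSO and 100% = DMSO without enzyme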
# MEKK2wt PB1 HTS: raises or lowers MEK5 binding to wildtype human MEKK2 PB1 domain. Q9Y2U5. bead flow cytometry, Alexa488-MEK5 binding to MEKK2 WT; actives lie on both sides. binding response (% of control), % at 10 µM. actives 1.1% (n = 290,000). AID 1531; in the data active = binding response below about 67% or above about 130%
# HCV NS3 hel inh: inhibitors of Hepatitis C virus NS3 helicase. NS3 helicase DNA unwinding, Cy5 molecular beacon fluorescence. inhibition, % at 10.9 µM. actives 0.56% (n = 290,000);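 active = inhibition above the mean of all tested compounds plus 3 SD, set per campaign, cut at about 35% in these data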;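 note: 0% = DMSO wells and 100% = thioflavine S control wells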
#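 System: HCV NS3 helicase fragment; control set: DMSO and thioflavine S; technique: Cy5 fluorescence at 0 and 60 min, beacon hairpin quenching; reagent: beacon DNA duplex substrate plus ATP; replicates: singlicate; schedule: 1 h reaction at 25 °C, ATP-initiated; medium: MOPS buffer pH 6.5 with MgCl2, DTT, Tween20, BSA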
# MEKK2 mut-MEK5: signal of MEK5 binding to mutant human MEKK2 PB1 domain; bead flow cytometry, Alexa488-MEK5 binding to MEKK2 mutant; percent response, % at 10 µM; actives 0.35% (n = 290,000); AID 1530; in the data active = percent response above about 24%, passing the limit was not always enough; note: inactives centre near 1; some results filed as inactive read as strong as hits
# Numbers without * were called inactive; nt = no result given; [ ] = remark or other dose.
Molecule	FID counter	UBC9 SUMO inh	M18AAP inhibitor	IMP-1 inh	NALP1 inh	VIM-2 inh	MEKK2wt PB1 HTS	HCV NS3 hel inh	MEKK2 mut-MEK5
CC(=O)Nc1c(O)nc(SCC(=O)N2CCN(c3ccc(F)cc3)CC2)[nH]c1=O	2	-6	12	-2.8	14	1.6	97	-3	0
COCCNC(=O)Cc1cn(C)c2ccccc12	-2	14	-11	-2.6	0	-0.8	112	-3	19
Cc1cccc(Oc2nccc(C(F)(F)F)c2C(=O)Nc2ccc(F)cc2F)c1	-9	0	-10	-3.4	0	-2.1	100	-8	6
CCOC(=O)N1CCN(S(=O)(=O)c2ccc(NC(C)=O)cc2)CC1	-2	6	-8	-1.5	30	0.2	104	-2	2
CSc1n[nH]c(NC(=O)c2c(-c3c(Cl)cccc3Cl)noc2C)n1	-2	0	7	-2.3	nt	-3.6	99	-2	-4
N#Cc1cc2c(nc1SCc1ccccc1)CCCCC2	0	-28	2	-2.5	7	-1.9	102	-5	1
O=Cc1ccc(OCCOc2ccc([N+](=O)[O-])cc2)cc1	1	21	0	-2.6	18	-0.7	101	1	5
Cn1nc(C(=O)OCC(=O)c2ccc[nH]2)c2ccccc2c1=O	-3	-8	4	-3.1	-8	-0.2	nt	-2	nt
O=C(CN1C(=O)CCS(=O)(=O)c2ccccc21)Nc1cccc(F)c1	4	16	-16	-2.3	-2	0.1	104	-6	6
O=C(CCC(=O)Nc1ccccc1)N/N=C/C=C/c1ccccc1	-12	-2	2	-1.9	23	-1.5	107	-12	2
Cc1c(NC(=O)c2ccc(=O)oc2)c(=O)n(-c2ccccc2)n1C	-13	16	-17	-4.3	nt	-4.0	88	9	-5
CCOc1ccc(NC(=O)Nc2cccnc2)cc1	0	46	-1	-2.7	6	-2.8	106	-5	4

# Reformatted: 2 of the compounds above
mol: COCCNC(=O)Cc1cn(C)c2ccccc12
  FID counter = -2
  UBC9 SUMO inh = 14
  M18AAP inhibitor = -11
  IMP-1 inh = -2.6
  NALP1 inh = 0
  VIM-2 inh = -0.8
  MEKK2wt PB1 HTS = 112
  HCV NS3 hel inh = -3
  MEKK2 mut-MEK5 = 19

mol: Cc1cccc(Oc2nccc(C(F)(F)F)c2C(=O)Nc2ccc(F)cc2F)c1
  FID counter = -9
  UBC9 SUMO inh = 0
  M18AAP inhibitor = -10
  IMP-1 inh = -3.4
  NALP1 inh = 0
  VIM-2 inh = -2.1
  MEKK2wt PB1 HTS = 100
  HCV NS3 hel inh = -8
  MEKK2 mut-MEK5 = 6

# Following part.
Molecule	FID counter	UBC9 SUMO inh	M18AAP inhibitor	IMP-1 inh	NALP1 inh	VIM-2 inh	MEKK2wt PB1 HTS	HCV NS3 hel inh	MEKK2 mut-MEK5
O=C(c1ccc2oc(CCc3ccccc3)nc2c1)N1CC[C@H](O)C1	-17	-4	-2	-2.2	12	2.0	102	6	5
C=CCNC(=O)C1(c2ccccc2)CC1(Cl)Cl (stereo not drawn)	0	-8	1	-3.8	-12	-1.8	105	5	-1
CC(=O)c1ccc(NCC(=O)N2CCN(c3ccccc3)CC2)cc1	-10	7	12	-3.6	10	-2.7	nt	-16	nt
CCN(CC)C(=O)c1cnn(-c2ccccc2)c1NC(=O)c1cccs1	-10	15	-8	-1.7	21	0.1	97	-3	1
CC1(CC(=O)N/N=C/c2cc(Br)c(O)cc2O)OCCO1	0	-10	15	-2.5	-12	1.9	102	7	4
CCN(CC(=O)NCc1cccs1)C(=O)c1cccc(S(=O)(=O)Nc2ccccc2OC)c1	-12	8	6	-4.8	7	-3.1	115	-4	12
COc1ccc(-c2ccc(CCC(=O)O)n2-c2ccccc2O)cc1	-19	-5	14	-1.6	-13	-2.5	95	45*	3
Cc1ccc(C(=O)NCCCN2CCOCC2)cc1	2	nt	-3	-1.1	nt	-0.4	98	8	-9
Cc1cc(Nc2ccccc2C(=O)O)n(-c2cccc(Cl)c2)n1	-9	22	-7	-1.6	-4	-3.5	96	14	-2
C=CCN(Cc1cc(OC)ccc1OC)S(=O)(=O)N(C)C	-14	-10	0	-0.2	-17	-0.5	102	6	2
COC(=O)c1cc(S(=O)(=O)n2nc(C)c(Br)c2C)c(Cl)cc1Cl	-4	1	-1	-5.2	-1	-5.5	111	3	12
COc1ccc(-c2nc(CS(=O)(=O)CC(=O)NCCCN3CCOCC3)c(C)o2)cc1	1	19	-2	-1.9	24	-2.3	103	-1	1
CCCC(=O)N1CCN(c2ccc(NC(=O)c3ccc4c(c3)OCCO4)cc2)CC1	-32	7	2	-1.6	16	-2.0	102	-1	5
COc1ccc(NC(=O)NN2CCN(C)CC2)cc1	-3	-5	2	-0.2	15	-1.4	101	5	-3
O=C(Nc1cccc(NC(=S)NC(=O)c2cccs2)c1)c1ccccc1	7	0	-3	0.8	20	-0.6	101	-2	0
COc1cc2[nH]c(=O)n(CCCCCC(=O)NCCCN3CCC(C)CC3)c(=O)c2cc1OC	11	10	-3	-1.2	0	0.3	98	8	2
Cc1nc(NC(=O)CN2CCOCC2)sc1C(=O)N(C)C	-4	9	1	-2.6	5	-2.6	109	3	10
COc1ccc(C(=O)N/C(=C\c2ccc3c(c2)OCO3)C(=O)Nc2cccc(C(=O)O)c2)cc1	-20	16	-6	-2.9	-7	-1.7	98	1	-2
CC1=CC2=NC(=O)/C(=C\c3cccn3CCOc3cccc(C)c3)C(=N)N2O1	-11	6	3	-3.6	47	-2.6	106	2	-1
COC(=O)c1nc[nH]c1C(=O)OC	0	0	4	-3.3	7	-0.9	106	-6	7
COc1ccc(-c2nc(-c3ccccc3)ncc2S(C)(=O)=O)cc1	-5	23	-1	-0.8	-3	-0.6	75	0	-22
Cc1ccc2c(c1)C1CN(C)CCC1N2C(=S)Nc1ccc(OC(F)F)cc1 (stereo not drawn)	3	-10	4	-2.8	11	-3.0	118	-3	5
CCCOc1ccc(/C(O)=C2/C(=O)C(=O)N(CCOC)C2c2cccnc2)cc1 (stereo not drawn)	-3	-2	-1	0.2	31*	2.4	nt	-3	nt
Cc1ccccc1NC(=O)CCNS(=O)(=O)c1ccc2[nH]c(=O)oc2c1	-4	7	-2	-1.5	20	0.2	98	-5	1
COc1ccc(CN2CCNC(=O)C2CC(=O)NC2CCCCCC2)c(F)c1 (stereo not drawn)	-21	-7	-6	-1.4	18	0.7	98	6	-7
Cc1ccc(-n2c(C)nnc2SCC(=O)NC2CCCC2)cc1	-16	1	-1	-1.4	-5	-1.6	109	4	11
O=C(CN(Cc1ccco1)C(=O)CNS(=O)(=O)c1ccc(F)cc1)NCCc1ccccc1	-23	-7	-2	-2.4	15	-2.6	90	3	-7
N#C/C(=C\c1ccc(OC(=O)c2ccc(Cl)s2)cc1)c1nc2ccccc2[nH]1	0	19	5	-0.9	21	0.4	105	10	1
O=C(Cc1ccccc1F)Nc1nc(-c2ccc(F)c(F)c2)cs1	-9	7	-6	-1.3	29	-0.5	103	-15	2
O=C(O)CC(SCC(=O)Nc1ccc(S(=O)(=O)N2CCCC2)cc1)C(=O)O (stereo not drawn)	-10	4	-1	-1.8	0	1.0	88	1	-8
CCC(C(=O)O)n1nc(-c2ccccc2)c2cc(Cl)ccc21 (stereo not drawn)	-20	6	-13	-1.1	20	-1.8	99	14	-2
COc1ccccc1NC(=O)c1csc(-n2nc(C)cc2C(F)(F)F)n1	-4	-11	-7	-2.3	7	-2.4	102	-5	-1
CC(C)CNC(=O)CC1Nc2ccccc2NC1=O (stereo not drawn)	-2	10	3	-2.2	-3	-3.7	99	30	-2
Cc1sc2ncn(CC(=O)N3CCN(c4ccccc4)CC3)c(=O)c2c1S(=O)(=O)N1CCOCC1	-15	-8	-5	-0.9	10	0.8	103	17	0
C#CCNC(=O)C1=C[C@@H](C2CCCCC2)C[C@@H](OCc2ccc(CO)cc2)O1	-37	-4	-6	-2.7	4	-2.0	106	1	2
CN1CCN(C(=O)c2c(O)c3cccc4c3n(c2=O)CC4)CC1	1	19	-1	-3.2	10	-0.5	96	-11	-3
COc1ccccc1CN1C(=O)CCC1(C)C(=O)NCc1cccnc1 (stereo not drawn)	-1	28	8	-0.9	13	-1.7	96	-1	-3
CC1SC(c2ccc(F)cc2)NC1=O (stereo not drawn)	-4	12	-3	-3.3	-1	1.3	96	11	0
CCn1c(SCc2nc(-c3ccc(OC)c(OC)c3)no2)nnc1-c1cccs1	-25	-3	-8	-2.1	nt	-3.6	107	0	8
Cc1ccc(C)c(CN2C(=O)CSc3ccc(C(=O)N4CCCC4)cc32)c1	-43	4	5	1.7	2	-3.0	99	-3	4
O=S(Cc1cc(Sc2ccccc2)nc(-c2ccccc2)n1)c1ccccc1 (stereo not drawn)	-2	3	-14	-2.0	14	-5.0	99	1	-3
Cc1nnsc1C(=O)Nc1cccc(Cl)c1Cl	0	6	0	-1.5	-77	-2.6	101	5	0
COc1ccccc1NC(=O)C(=O)N/N=C/c1ccc([N+](=O)[O-])s1	2	26	-5	-0.4	28	-1.3	60*[inhibitor]	-4	-21
Cc1cccc(Cc2nnc(CCC(=O)N(CC3CC3)CC3CCCO3)o2)c1 (stereo not drawn)	-25	0	4	-2.5	1	0.6	89	1	-10
Cn1c(-c2ccccc2)cnc1SCC(=O)N1CCCc2ccccc21	-30	14	3	-2.3	18	-4.0	96	3	-1
O=C(CN(c1ccccc1)S(=O)(=O)c1ccccc1)N1CCOCC1	-6	20	1	-4.3	12	-2.7	103	1	-1
Cc1cc(/C=C(\C#N)C(=O)NCc2ccco2)c(C)n1-c1cccnc1	-22	10	3	-3.0	-8	-2.2	99	-7	5
Cc1cccc2c1N(C(=O)c1ccco1)C(C)(C)c1ssc(=S)c1-2	2	18	-30	-4.0	-3	-3.7	101	-1	0
O=C(COc1ccc(-n2cnnn2)cc1)NCCc1ccc(F)cc1	2	8	-24	-3.6	10	-4.1	105	4	6
CC(C)(C)N1CC2([N+](=O)[O-])CN(C(C)(C)C)CC([N+](=O)[O-])(C1)C2	-11	21	-4	-3.5	-1	-3.1	119	22	17
O=C(CCCCC(=O)Nc1ccccc1Cl)Nc1ccccc1Cl	-8	-7	-2	-1.0	32	1.9	107	-14	2
Cc1csc(=O)n1CC(=O)OCC(=O)NNC(=O)c1ccccc1	-1	14	-4	-1.7	13	-3.4	109	8	9
Cc1cccc(C(=O)NC(C(=O)Nc2nc(-c3ccccn3)cs2)C(C)C)c1 (stereo not drawn)	-29	-50	9	-4.5	14	-2.5	110	8	-4
CC(=O)c1ccc(NC(=S)N2CCCCCC2)cc1	-2	8	2	-0.4	3	0.2	99	5	-1
Cc1nc2ccc3[nH]snc3c2n1	2	30	10	-2.7	23	-2.0	99	0	-1
Cc1[nH]c2ccccc2c1CCNC(=O)CCC(=O)c1ccccc1	-8	-8	2	-4.6	20	-2.7	95	1	2
COc1ccc(CN(C)CC2CCCN(CCc3ccc(F)cc3)C2)cc1OC (stereo not drawn)	13	11	-4	-5.0	16	-0.4	121	-12	14
O=C(CCn1nc(-c2ccccc2)ccc1=O)NCCCN1CCCCCC1	11	-26	-50	-3.8	29	-0.5	nt	-9	nt
O=C(OCC1CCCN2CCCCC12)c1ccc2c(c1)OCO2 (stereo not drawn)	6	18	35*	0.6	23	3.9	101	1	4

# High-throughput results: PubChem BioAssay, several laboratories

# Random draw from the library (roughly 4.7% active in at least one column).
